# EP2 antag: EP2 receptor (human) inhibition. AID 1422. P43116. 260,000 tested, 0.52% active. C6 glioma cells expressing human EP2, cAMP TR-FRET; cells stimulated with saturating PGE2. inhibition, % at 25 µM;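 active means percent inhibition above 40 after rounding to a whole number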;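 further: rat C6 glioma host cells with rolipram phosphodiesterase inhibitor present; the protocol text gives 20 µM as final concentration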
# Target sequence (P43116 whole entry, looked up): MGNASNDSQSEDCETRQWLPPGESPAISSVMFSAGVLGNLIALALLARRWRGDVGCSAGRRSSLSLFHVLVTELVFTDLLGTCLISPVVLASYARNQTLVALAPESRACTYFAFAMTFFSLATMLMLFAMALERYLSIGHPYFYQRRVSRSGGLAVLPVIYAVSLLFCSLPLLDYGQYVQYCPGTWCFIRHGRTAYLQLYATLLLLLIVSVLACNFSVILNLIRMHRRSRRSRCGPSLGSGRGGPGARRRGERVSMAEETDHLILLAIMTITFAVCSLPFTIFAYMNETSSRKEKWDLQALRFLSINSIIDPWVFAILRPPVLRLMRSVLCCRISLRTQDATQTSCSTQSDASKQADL
# EP2 mod: modulators of human EP2 prostaglandin E2 receptor; P43116; EP2-expressing cells, cAMP HTRF FRET, PGE2 co-stimulation; induction, % at 25 µM; 260,000 tested, 0.83% active;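 active means compounds whose cAMP rise, as percent of the full-agonist control response, exceeds 60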;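 further: rat C6 glioma line stably carrying human EP2 under a CMV promoter; the protocol text gives 20 µM as final concentration; 100% = response of wells given 1 µM PGE2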
# RBBP9 inh: inhibitors of human serine hydrolase RBBP9; inhibition, % at 7.94 µM; 220,000 tested, 0.2% active; AID 1515; O75884; recombinant RBBP9, FP-Rh probe fluorescence polarization;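 active means inhibition above the campaign mean of all tested compounds plus 3 SD, cut at about 14% in these data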;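 further: plate controls were DMSO wells with RBBP9 for no effect and wells lacking RBBP9 protein for full effect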
# Target sequence (O75884 whole entry, looked up): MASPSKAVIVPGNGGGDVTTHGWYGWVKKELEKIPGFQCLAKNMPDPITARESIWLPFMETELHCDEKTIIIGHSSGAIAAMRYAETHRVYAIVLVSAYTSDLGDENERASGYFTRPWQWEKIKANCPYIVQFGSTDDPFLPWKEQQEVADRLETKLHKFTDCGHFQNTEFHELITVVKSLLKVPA
#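 System: RBBP9 protein | Quantity: 2.5 µM RBBP9 dispensing solution, before mixing | Reagent: FP-Rh probe, 375 nM dispensing solution | Timing: Enzyme-compound preincubation 30 min, then probe labeling 45 min, 25 °C | Measured by: Fluorescence polarization | Read-out: % inhibition | Replication: One well per compound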
# PERK inh: blocks human PERK kinase | 220,000 tested, 0.17% active | Q9NZJ5 | inhibition, % at 5.6 µM | AID 1416 | CHO PERK-DD fusion, SEAP luminescence translation reporter;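 active means inhibition above the mean inhibition of all tested compounds plus 3 SD, set separately per screening campaign, cut at about 2.9% in these data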;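 further: PERK kinase domain activated by AP20187 dimerizer at 100 nM; 0% = DMSO with dimerizer and 100% = rapamycin at 8.4 µM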
# Hck-Nef inh: blocks Nef-activated human Hck kinase. 220,000 tested, 0.68% active. P08631. Recombinant Hck-YEEI plus Nef, Z-Lyte FRET kinase assay. inhibition, % at 20 µM;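 active means Hck-Nef kinase inhibition above about 50%, limit read from the data; inactive means inhibition below that limit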;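 further: 0% = DMSO with Hck plus Nef and 100% = Hck alone without Nef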
# Target sequence (P08631 whole entry, looked up): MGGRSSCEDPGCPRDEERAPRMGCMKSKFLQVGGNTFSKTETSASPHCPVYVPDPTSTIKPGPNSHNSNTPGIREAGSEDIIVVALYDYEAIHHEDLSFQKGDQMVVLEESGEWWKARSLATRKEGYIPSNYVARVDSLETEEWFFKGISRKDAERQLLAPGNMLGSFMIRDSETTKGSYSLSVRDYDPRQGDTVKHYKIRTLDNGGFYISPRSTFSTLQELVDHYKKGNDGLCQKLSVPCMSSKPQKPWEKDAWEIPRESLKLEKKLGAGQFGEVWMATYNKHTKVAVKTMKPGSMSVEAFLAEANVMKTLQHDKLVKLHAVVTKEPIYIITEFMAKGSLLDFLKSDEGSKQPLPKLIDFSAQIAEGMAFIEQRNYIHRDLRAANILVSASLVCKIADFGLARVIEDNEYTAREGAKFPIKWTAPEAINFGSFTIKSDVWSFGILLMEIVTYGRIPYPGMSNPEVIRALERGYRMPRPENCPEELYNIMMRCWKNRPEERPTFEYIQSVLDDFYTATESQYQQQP
# Runt-SMMHC FRET: blocks binding of human RUNX1 Runt domain to CBFb-SMMHC. inhibition, % at 20 µM. AID 1434. Q01196+Q13951. Cerulean-Runt/Venus-CBFb-SMMHC FRET ratio 530/480, 1 h. 220,000 tested, 0.74% active;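 active means mean inhibition across duplicate retests at 20 µM reaching about 50%, limit read from the data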;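 further: 0% = DMSO wells and 100% = wells with excess untagged CBFb-SMMHC; inhibitors lower the FRET ratio by blocking Runt binding to CBFb-SMMHC; some results filed as inactive read as strong as hits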
# L929 necroptosis: L929 zVAD cell death inhibition; L929 zVAD necroptosis rescue, ATP luminescence, 24 h; with zVAD 60 µM; viability rescue, % at 10 µM; 220,000 tested, 0.38% active; AID 1377;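 active means activation, scaled between plate controls, above about 75%, limit read from the data; inactive means activation under that limit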;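 further: 0% = zVAD with DMSO and 100% = DMSO alone without zVAD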
# Runt-CBFb FRET: blocks binding of human RUNX1 Runt domain to CBFb; Cerulean-Runt/Venus-CBFb FRET ratio 530/480, 1 h; inhibition, % at 20 µM; 220,000 tested, 0.46% active;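 active means inhibition over about 50% at 20 µM in the single-dose screen, limit read from the data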;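 further: 0% = DMSO wells and 100% = excess unlabeled CBFb competitor control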
#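 test system = Cerulean-Runt domain fusion protein, energy donor | probe or stimulus = Venus-CBFb binding partner, 100 nM | incubation = two 1 h room-temperature incubations shielded from light | detection = fluorescence energy transfer, 422 nm excitation, 530/480 nm emission | measure = loss of energy transfer signal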
# TNF necrop inh: blocks TNF-alpha induced death of Jurkat FADD-/- cells; activation (protection from cell death), % at 10 µM; Jurkat FADD-/- TNF necroptosis rescue, ATP luminescence, 24 h; 0 = TNF only, 100 = no-TNF cells; 220,000 tested, 0.068% active;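 active means activation, meaning protection from cell death, of at least 50% relative to plate controls; inactive means activation below 50%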;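 further: necroptosis triggered by 40 ng/mL TNF-alpha added together with compound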
# * = called active by the depositor; / = no result given; & = joins results of further samples. Not all compounds are listed; the hit share may differ from the screen's.
SMILES,EP2 antag,EP2 mod,RBBP9 inh,PERK inh,Hck-Nef inh,Runt-SMMHC FRET,L929 necroptosis,Runt-CBFb FRET,TNF necrop inh
O=C1C2C3C=CC(O3)C2C(=O)N1CC(O)c1ccccc1 (stereo not drawn),15,16,-5,1.1,-1,3,-0.2,3,-1.2
CC(=O)Nc1ccc(S(=O)(=O)Nc2nccc(/C=C/c3ccc(Cl)cc3)n2)cc1,4,6,1,-0.3,1,1,/,-2,-1.4
O=C(CSc1ncnc2c1oc1ccccc12)NCc1ccc(F)cc1,12,6,-1,1.2,1,-5,1.0,1,-1.8
Nc1cc(=O)[nH]c(SCC(=O)N2N=C(c3ccc4ccccc4c3)CC2c2ccccc2)n1 (stereo not drawn),5,27,-2,1.2,33,-3,0.0,-6,-7.2
COc1cccc(C(=O)Nc2ccc(NC(=O)c3ccco3)cn2)c1,14,1,-2,-0.5,3,0,1.1,1,1.3
COc1cc(/C=N/NC(=O)c2cc(C)n(-c3ccc(F)cc3)c2C)cc(OC)c1O,9,-86,2,-0.4,30,10,1.9,14,-0.5
Cc1noc(C)c1S(=O)(=O)N(Cc1ccccc1)C(C)C,12,-4,-6,0.4,12,0,-0.4,1,0.9
O=C(O)c1sccc1S(=O)(=O)N1CCN(c2ccc(C(F)(F)F)cn2)CC1,14,-12,-12,0.7,0,-3,0.6,-1,-0.4
CCc1ccccc1NC(=O)CC(c1ccc(OC)cc1)n1cccc1 (stereo not drawn),4,-2,6,-0.6,1,3,0.5,-1,2.2
CC1CCC(C(C)C)C(OC(=O)C[n+]2cccc(C(N)=O)c2)C1 (stereo not drawn),15,24,-3,1.5,1,3,0.9,-3,-0.8
O=C1CC(c2ccccc2)CN1S(=O)(=O)c1ccccc1 (stereo not drawn),7,7,-10,0.8,2,1,0.4,1,0.1
Cc1ccc(S(=O)(=O)NCCSC(C)(C)C)cc1,7,1,-4,0.7,-25,0,0.8,2,3.2
Cn1nnnc1NCc1ccc(Cl)c(Cl)c1,5,12,-7,1.8,16,-2,0.9,-1,0.1
COc1ccc(-c2cc(C(=O)Nc3ccc(Cl)cc3Cl)c3ccccc3n2)cc1OC,3,20,-12,-1.0,2,-9,0.9,-6,1.3
CCOC(=O)c1cnc2ccc(Cl)cc2c1Nc1ccc(S(=O)(=O)Nc2ncccn2)cc1,5,50,2,0.4,9,-5,0.3,-1,-0.1
O=C(Cn1cnc2c(cnn2-c2ccc(F)cc2)c1=O)OCc1ccccc1,14,5,-2,1.0,-1,0,-0.2,0,-1.2
O=C(O)CCNC(=O)c1ccc(Br)o1,13,7,2,1.0,-6,-10,0.8,-1,2.7
CC(C)(C)c1ccc2c(c1)OC(C(=O)N/N=C\c1ccc(-c3cccc(C(=O)O)c3)o1)CO2 (stereo not drawn),8,-45,-6,0.9,7,2,1.5,5,1.2
C/C(=N/NC(=O)C1CC1(c1ccccc1)c1ccccc1)c1ccco1 (stereo not drawn),3,44,-5,0.3,1,4,-0.4,-3,1.7
S=C(Nc1cccc(Br)c1)N1CCn2cccc2C1c1cccnc1 (stereo not drawn),11,-94,-8,0.3,13,3,-0.4,7,-0.8
CC(=O)NNC(=O)c1sc(=S)n(C)c1C,8,-5,1,1.7,11,1,0.3,1,-0.7
COc1ccc(-c2c(C)n([O-])c3c([n+]2=O)CCCC3)cc1OC,13,12,-12,0.4,20,-6,3.0,0,-1.0
O=C(N/N=C/c1cccc(Br)c1)c1ccc(Br)cc1,6,-14,0,0.6,-1,-4,2.2,0,0.7
CCN(CC(=O)Nc1ccc2c(c1)OCCO2)CC(=O)Nc1ccc2c(c1)OCO2,7,-11,-3,-0.5,6,-1,3.3,1,1.5
c1cncc(CSc2ccc(-c3cccs3)nn2)c1,10,-47,-5,0.3,-3,1,11,0,-1.7
S=c1[nH]nc(COc2ccccc2)n1C1CCCCC1,12,22,-9,-0.2,-1,9,0.2,17,-0.8
CCN(CC)C(=O)CSc1nc2cc3c(cc2c(=O)n1Cc1ccc2c(c1)OCO2)OCO3,3,29,1,0.1,-4,-1,0.7,-2,3.4
CCOc1nc(N2CCOCC2)nc(N2CCOCC2)n1,7,1,-12,0.0,23,1,7.1,-2,0.1
Cc1cc(C(=O)O/N=C(\N)c2ccncc2)ccc1[N+](=O)[O-],12,9,-12,-0.8,-3,2,0.2,-1,0.7
COc1cc(OC)cc(-c2nc(-c3ccc(Br)cc3)no2)c1,11,-17,-4,0.0,2,-2,0.0,-2,3.0
Cc1cc(C(N)=O)c2ccccc2n1,6,-4,-6,0.5,-1,-1,2.7,0,0.9
Cc1ccc(C(=O)NCCn2cc(SCC(=O)Nc3cc(C)on3)c3ccccc32)cc1,13,3,-8,0.3,2,1,0.8,-2,-0.1
Cc1cc(C)c2c(N)c(-c3nnc(SCc4ccc(Cl)cc4)n3C)sc2n1,6,-15,-3,1.2,5,-1,-0.1,-2,1.3
COC(=O)C1C2C=CC3(CN(C(C)c4ccc(OC)cc4)C(=O)C13)O2 (stereo not drawn),7&4,4&-27,1,1.7,-4,-6,0.7,0,1.3
COc1ccc(-n2c(CNc3ccc(C)cc3)nnc2SCc2ccccc2)cc1,7,43,-7,-0.2,2,0,0.1,-2,4.1
CCOC(=O)c1c(C)[nH]c(C)c1C(=O)COC(=O)c1cccc(C)c1O,12,1,-6,-0.7,2,-1,0.8,-3,0.0
COC(=O)C1=C(C)N(CC(C)C)C(=O)C1,16,0,1,-1.4,-2,-4,0.1,3,0.4
COCc1cc(=O)n2c([nH]c3ccccc32)c1C#N,12,-21,-7,0.1,67*,59*,2.0,44,-1.2
CCOC(=O)Nc1c(O)ccc2oc(C)c(-c3ccccc3)c12,11,-8,-9,0.8,4,5,-0.3,3,0.2
CCOc1ccc2nc(Cl)c(/C=C/C(=O)c3ccco3)cc2c1,0,-32,-10,0.6,-8,-14,0.5,15,-8.5

# Looked up by structure from above:
SMILES,EP2 antag,EP2 mod,RBBP9 inh,PERK inh,Hck-Nef inh,Runt-SMMHC FRET,L929 necroptosis,Runt-CBFb FRET,TNF necrop inh
COC(=O)C1=C(C)N(CC(C)C)C(=O)C1,16,0,1,-1.4,-2,-4,0.1,3,0.4
c1cncc(CSc2ccc(-c3cccs3)nn2)c1,10,-47,-5,0.3,-3,1,11,0,-1.7
CCOC(=O)c1c(C)[nH]c(C)c1C(=O)COC(=O)c1cccc(C)c1O,12,1,-6,-0.7,2,-1,0.8,-3,0.0
CCN(CC)C(=O)CSc1nc2cc3c(cc2c(=O)n1Cc1ccc2c(c1)OCO2)OCO3,3,29,1,0.1,-4,-1,0.7,-2,3.4

# Additional results.
SMILES,EP2 antag,EP2 mod,RBBP9 inh,PERK inh,Hck-Nef inh,Runt-SMMHC FRET,L929 necroptosis,Runt-CBFb FRET,TNF necrop inh
CC(=O)Nc1ccc2nc(C3CC3)n(Cc3ccc(Cl)cc3)c(=O)c2c1,11&11,-1&-24,-3,-0.3,16,0,-2.0,-5,-0.2
O=C(CSc1nnc(NCc2ccccc2)s1)N1CCOCC1,10,24,-8,2.4,5,-3,0.0,-1,-0.2
Cc1ccccc1-c1nnn(C/C(N)=N/O)n1,13&4,-12&-14,-3,0.6,12,-2,-1.7,0,0.2
O=C(NCCc1c[nH]c2ccccc12)c1cc2ccccc2oc1=O,9,-32,-7,0.6,22,-2,-0.1,-1,-2.1
CC(=O)/C=C/n1c(=S)oc2ccccc21,11,-66,3,0.7,3,1,12,2,23
N#Cc1cc2c(nc1SC1CC(=O)N(c3ccccc3)C1=O)CCC2 (stereo not drawn),9,-2,-6,1.3,7,-6,1.0,-1,0.9
Cc1ccc2c(CN3CCN(CCO)CC3)cc(=O)oc2c1,15,24,-5,0.2,-1,2,-0.3,1,-3.0
CC(C)=CCN1CCN(Cc2cnc(N3CCOCC3)s2)CC1CCO (stereo not drawn),5,19,-9,0.7,-10,2,-0.3,-1,0.3
CO/N=C/NC(=O)c1cn(-c2ccc(F)cc2)c(=O)c2ccccc12,13,48,-14,-0.6,0,-3,-0.3,3,-1.4
Cc1ccn2c(C(=O)N/N=C\c3ccccc3[N+](=O)[O-])c(C)nc2c1,-1,/,-8,-1.0,1,/,-0.1,/,-1.8
Nc1nnc(CSCc2ccccc2Cl)s1,6,-3,-7,1.4,5,0,0.8,-1,-1.5
CCc1ccccc1-n1c(-c2ccncc2)n[nH]c1=S,5,-1,-9,0.4,2,4,1.7,-1,0.8
COc1ccc2cnn(-c3ccc(OC(F)(F)Cl)cc3)c(=O)c2c1OC,4,-8,-7,0.5,-2,1,3.0,0,1.3
Cc1cccc(OCC(=O)N(Cc2ccc(N(C)C)cc2)C2CCS(=O)(=O)C2)c1 (stereo not drawn),16,8,-3,-1.1,-4,-1,0.0,5,6.1
Cc1cc(C)c(NC(=O)COC(=O)Cc2ccsc2)c(C)c1,2,9,-6,-0.1,17,-4,0.7,0,1.1
O=c1cnnc(N/N=C/c2c[nH]c3ccccc23)[nH]1,14,-13,4,0.0,22,0,2.4,-3,-1.7
CC1(C2CC2)NC(=O)NC1=O (stereo not drawn),15,3,-8,0.1,-17,-1,0.1,0,0.2
Cc1ncc(CO)c(/C=N/NC(=O)c2cc(Br)ccc2O)c1O,6,-5,-3,1.2,9,-25,2.9,1,-6.9
O=C1C2CC=CCC2C(=O)N1c1ccc(OCC(O)Cn2nnc3ccccc32)cc1 (stereo not drawn),12,15,-2,-0.7,2,3,-1.0,2,-3.0
[O-]/[N+](=C/c1ccc(F)cc1)c1ccc(Cl)cc1,21,8,3,1.4,1,6,0.2,7,-3.1
c1ccc2c(CN3CCOCC3)c3ccccc3c(CN3CCOCC3)c2c1,5,-2,-2,0.4,0,-28,0.1,-16,-2.2
Cc1nn(C(=O)CCCn2cc([N+](=O)[O-])cn2)c(C)c1Cl,4,8,-9,0.6,20,0,1.5,-1,-0.1
COc1nc(OC)nc(N2CCC(C(=O)NCc3ccco3)CC2)n1,5&6,-4&-11,-9,0.2,-2,2,1.5,-2,3.8
COCCn1c(SCC(=O)Nc2cccc(S(N)(=O)=O)c2)nc2cc(Cl)ccc2c1=O,6,-79,-3,-0.2,-2,0,-0.1,1,1.7
O=C(CCN1CCN(C(c2ccccc2)c2ccccc2)CC1)N/N=C/c1ccc(O)cc1O,5,12,1,-0.1,1,0,6.0,1,-7.9
O=C(Nc1ccncc1)C1CC1c1ccccc1 (stereo not drawn),25,0,-12,0.3,-23,-2,0.1,2,-7.2
Cc1nn(-c2ccccc2)c(C)c1C(=O)NNC(=O)C(F)(F)F,14,3,-6,-0.1,12,1,1.5,0,-0.4
Cc1cccc(OC2(c3ccccc3)OC(=O)c3ccccc32)c1C (stereo not drawn),9,20,-6,-0.3,0,0,0.5,-1,-7.3
Nc1ccccc1-c1nnc(-c2ccccc2N)n1N,9,6,-9,0.8,-3,0,3.5,-1,-0.3

# Screening results (PubChem)
